SKN-1 block: inhibitors of C. elegans SKN-1; inhibition, % at 21.8 µM; AID 624304; actives 0.49% (n = 360,000); C. elegans VP596 Pgst-4::GFP/RFP ratio, acrylamide-induced, 24 h;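 active means interference check ratio from 0.5 to 1.5 plus GFP to RFP signal ratio inhibition reaching or exceeding a fixed threshold, cut at about 30% in these data, passing the limit was not always enough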; further: some compounds called inactive have numbers as strong as hits
FAS-TE inh: inhibitors of human fatty acid synthase thioesterase domain. recombinant FAS-TE, OMFH fluorogenic substrate, fluorescence endpoint. inhibition, % at 15 µM. actives 0.67% (n = 360,000);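 active means compounds whose normalised, plate-corrected inhibition of enzyme fluorescence in the single-dose primary screen is 50% or more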;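 further: 0% = DMSO with enzyme and 100% = substrate without enzyme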
MLLE-PAM2 inh: blocks PAM2 peptide binding to the PABP1 MLLE domain; P11940; GST-MLLE / FITC-PAM2 fluorescence polarization; inhibition, % at 20 µM; actives 0.36% (n = 360,000); AID 588489; in the data active means inhibition above about 35%, passing the limit was not always enough;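 further: plate controls were DMSO wells with GST-MLLE for no effect and wells lacking GST-MLLE protein for full effect; some results filed as inactive read as strong as hits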
Neddyl block: inhibitors of human cullin neddylation. calls only at 25 µM. TR-FRET cullin neddylation, biochemical. actives 0.58% (n = 360,000). P61081+Q13564; in the data active means inhibition above about 36%
Rin1-Abl PPI inh: inhibitors of human Rin1-Abl protein interaction; actives 0.4% (n = 360,000); TR-FRET Rin1/Abl binding, biochemical; inhibition, % at 7.35 µM; P00519+Q13671; AID 588664; in the data active means inhibition above about 5%, passing the limit was not always enough
Target sequence (P00519 whole entry, looked up): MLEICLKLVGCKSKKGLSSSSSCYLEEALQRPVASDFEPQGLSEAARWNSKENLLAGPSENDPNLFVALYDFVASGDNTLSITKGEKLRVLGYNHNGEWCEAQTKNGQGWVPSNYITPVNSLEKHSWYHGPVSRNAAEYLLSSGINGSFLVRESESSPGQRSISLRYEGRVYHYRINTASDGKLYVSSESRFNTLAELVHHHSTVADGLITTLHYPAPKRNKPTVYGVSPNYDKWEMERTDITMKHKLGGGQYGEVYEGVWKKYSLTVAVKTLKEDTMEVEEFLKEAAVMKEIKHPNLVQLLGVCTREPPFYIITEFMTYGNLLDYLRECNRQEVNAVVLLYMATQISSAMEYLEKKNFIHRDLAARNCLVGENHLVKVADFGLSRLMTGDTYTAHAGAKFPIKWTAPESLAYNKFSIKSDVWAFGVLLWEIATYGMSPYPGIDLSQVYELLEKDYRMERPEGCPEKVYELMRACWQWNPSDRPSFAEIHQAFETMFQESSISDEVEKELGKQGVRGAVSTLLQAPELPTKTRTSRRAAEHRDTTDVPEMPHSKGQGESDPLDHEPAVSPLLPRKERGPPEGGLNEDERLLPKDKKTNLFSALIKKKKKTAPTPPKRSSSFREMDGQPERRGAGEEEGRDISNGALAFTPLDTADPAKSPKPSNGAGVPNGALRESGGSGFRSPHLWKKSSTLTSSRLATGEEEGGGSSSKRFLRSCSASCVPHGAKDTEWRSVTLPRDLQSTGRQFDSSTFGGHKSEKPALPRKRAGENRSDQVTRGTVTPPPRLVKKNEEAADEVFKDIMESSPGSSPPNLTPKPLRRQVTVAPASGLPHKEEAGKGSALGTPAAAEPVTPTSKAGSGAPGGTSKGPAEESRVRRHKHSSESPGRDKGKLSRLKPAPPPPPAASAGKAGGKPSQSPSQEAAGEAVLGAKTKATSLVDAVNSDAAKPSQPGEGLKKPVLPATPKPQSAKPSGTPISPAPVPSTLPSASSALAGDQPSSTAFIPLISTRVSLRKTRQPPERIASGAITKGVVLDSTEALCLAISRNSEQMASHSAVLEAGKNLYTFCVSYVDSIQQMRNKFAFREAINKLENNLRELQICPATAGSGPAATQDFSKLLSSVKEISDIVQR
Target sequence (Q13671 whole entry, looked up): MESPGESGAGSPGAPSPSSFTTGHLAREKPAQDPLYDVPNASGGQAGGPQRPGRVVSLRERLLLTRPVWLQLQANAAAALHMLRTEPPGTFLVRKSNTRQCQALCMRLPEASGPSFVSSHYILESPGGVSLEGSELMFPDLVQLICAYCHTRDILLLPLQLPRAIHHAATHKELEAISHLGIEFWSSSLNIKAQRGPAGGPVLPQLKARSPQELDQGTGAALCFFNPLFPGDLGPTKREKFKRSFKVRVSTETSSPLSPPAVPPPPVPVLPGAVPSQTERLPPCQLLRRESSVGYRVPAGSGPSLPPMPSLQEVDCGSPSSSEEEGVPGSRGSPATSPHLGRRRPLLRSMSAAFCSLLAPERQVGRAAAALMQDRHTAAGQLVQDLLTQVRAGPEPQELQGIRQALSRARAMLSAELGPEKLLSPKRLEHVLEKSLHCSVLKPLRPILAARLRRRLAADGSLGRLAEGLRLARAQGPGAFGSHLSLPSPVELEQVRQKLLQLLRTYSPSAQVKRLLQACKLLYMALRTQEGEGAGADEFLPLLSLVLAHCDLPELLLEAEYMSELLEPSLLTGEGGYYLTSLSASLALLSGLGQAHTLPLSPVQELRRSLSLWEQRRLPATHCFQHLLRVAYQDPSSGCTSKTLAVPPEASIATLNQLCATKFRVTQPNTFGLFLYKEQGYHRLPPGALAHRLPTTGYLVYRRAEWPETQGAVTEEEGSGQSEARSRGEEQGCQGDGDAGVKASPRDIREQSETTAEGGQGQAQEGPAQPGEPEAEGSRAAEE
CSN inh: inhibitors of human CSN-mediated cullin deneddylation | Purified CSN, SCF-Nedd8-OG deneddylation, fluorescence polarization | inhibition, % at 12.5 µM | actives 0.38% (n = 360,000) | AID 651999;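 active means pattern-corrected inhibition above about 35%, with an unprinted fluorescence ratio check between 0.5 and 1.5, limit read from the data, passing the limit was not always enough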;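 further: 0% = enzyme with substrate and 100% = substrate without enzyme; some results filed as inactive read as strong as hits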
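Assay system: purified human Csn5 enzyme expressed in HEK293T cells; Input: 0.24 nM Csn5 enzyme, final concentration; Reagent: 10 nM SCFSkp2-Nedd8OG; Compound dosing: 12.5 µM single point; Times: reaction 90 min, room temperature; Technique: fluorescence polarization readout.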
Rpn11 inh: Rpn11 (human) deubiquitinase inhibition; calls only at 20 µM; O00487; AID 588493; actives 0.59% (n = 360,000); human 26S proteasome, Ub4-pepOG fluorescence polarization; 20S core pre-blocked with epoxomicin;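 active means inhibition at 20 µM, scaled to each plate's controls, above about 33%, limit read from the data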
MT1-MMP act inh: blocks activation of human MT1-MMP. GFP/RFP ratio change, % at 20 µM. actives 0.061% (n = 360,000). HT1080 RFP-PRO-GFP cells, GFP/RFP ratio fluorescence, overnight; percent of plate control window, DMSO zero;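 active means GFP/RFP ratio change of at least 30% with cell ATP level not reduced by more than half and red fluorescence within 50% of control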; further: strong numbers were not always called active
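Test system: HT1080 cells expressing an RFP-PRO-GFP fluorescent reporter construct / Compound dosing: single-point 20 µM compound, 1% DMSO / Schedule: cells overnight before dosing, compound overnight, 37 °C, 5% CO2 / Evaluation: GFP/RFP fluorescence ratio / Control set: DMSO and RFP-L50D-GFP cell wells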
NadD block: NadD (S. aureus) enzyme inhibition; actives 0.78% (n = 360,000); inhibition, % at 20 µM; purified NadD enzyme, colorimetric absorbance read-out; in the data active means inhibition above about 26%; further: some compounds past the cut are filed as inactive
Starred values were filed as active, the others as inactive; i = inactive; · = not tested or not shown. This is a random part of the collection; overall some 3.9% were active at least once.

compound	SKN-1 block	FAS-TE inh	MLLE-PAM2 inh	Neddyl block	Rin1-Abl PPI inh	CSN inh	Rpn11 inh	MT1-MMP act inh	NadD block
Cc1cc(C(=O)Nc2nnc(C(F)(F)F)s2)no1	-18.2	-6.6	2.5	i	-0.5	-2.8	i	1.8	11.8
CCC(C)NC(=O)CSc1nnc(-c2ccc(OC)c(OC)c2)c(-c2ccc(OC)c(OC)c2)n1 (stereo not given)	2.4	-6.1	4.4	i	1.0	-5.5	i	-3.2	-0.9
CCOCCCNS(=O)(=O)c1ccc2c(c1)oc(=O)n2CC(=O)OCC	-8.9	-10.5	-1.9	i	0.5	3.6	i	0.4	-1.9
S=C(NCc1cccs1)Nc1cccc(Cl)c1	-7.6	14.8	6.2	i	3.5	-0.2	i	5.3	-12.1
COc1ccccc1/C=C1\SC(=S)N(CCC(=O)N2CCCCC2CCO)C1=O (stereo not given)	-2.3	3.1	9.6	i	-0.3	-1.6	i	-3.6	-0.9
Cc1ccc(N2CC(C(=O)Nc3ccc4c(c3)OCO4)CC2=O)cc1 (stereo not given)	-9.8	-2.7	-12.9	i	6.4	-2.7	i	-2.8	1.2
Fc1ccc2cnc(-c3cccnc3)cc2c1	22.9	-11.2	3.7	i	0.2	0.1	i	-2.3	-13.1
COc1ccc(C(NC(=O)C2CCN(CCCOc3ccccc3)CC2)c2ccccn2)cc1 (stereo not given)	-5.1	-4.1	0.5	i	4.5	1.0	i	0.8	-2.2

Three of these compounds, set out differently.
Order of results: SKN-1 block | FAS-TE inh | MLLE-PAM2 inh | Neddyl block | Rin1-Abl PPI inh | CSN inh | Rpn11 inh | MT1-MMP act inh | NadD block
CCC(C)NC(=O)CSc1nnc(-c2ccc(OC)c(OC)c2)c(-c2ccc(OC)c(OC)c2)n1 (stereo not given)
  2.4 | -6.1 | 4.4 | i | 1.0 | -5.5 | i | -3.2 | -0.9
CCOCCCNS(=O)(=O)c1ccc2c(c1)oc(=O)n2CC(=O)OCC
  -8.9 | -10.5 | -1.9 | i | 0.5 | 3.6 | i | 0.4 | -1.9
S=C(NCc1cccs1)Nc1cccc(Cl)c1
  -7.6 | 14.8 | 6.2 | i | 3.5 | -0.2 | i | 5.3 | -12.1

Additional results follow.
compound	SKN-1 block	FAS-TE inh	MLLE-PAM2 inh	Neddyl block	Rin1-Abl PPI inh	CSN inh	Rpn11 inh	MT1-MMP act inh	NadD block
O=C(c1cccc(F)c1)N1CCC(c2nc3ccccc3s2)CC1	-10.7	6.0	4.7	i	2.7	-8.5	i	4.2	-2.8
CCOC(=O)c1[nH]c(CO)c(C(=O)OCC)c1C	5.2	-4.4	-13.4	i	1.4	1.2	i	0.5	-1.6
C[C@H](CO)N1C[C@H](C)[C@@H](CN(C)S(=O)(=O)c2ccccc2C#N)OCc2cnnn2CCCC1=O	5.5	-9.5	1.1	i	-2.9	5.4	i	-3.1	-0.4
COc1ccccc1NC(=O)N1CCN(c2ccnc3cc(Cl)ccc23)CC1	0.7	3.6	-18.6	i	-0.8	4.4	i	3.6	-3.9
CN(CCO)c1ccc(C(C(=O)c2ccccc2)c2ccc(N(C)CCO)cc2)cc1	18.4	-5.8	-9.7	i	-2.4	0.3	i	0.3	-2.9
CN(C)S(=O)(=O)c1ccc(N2CCOCC2)c(C(=O)O)c1	-9.9	-11.4	-0.3	i	0.7	-1.5	i	1.1	1.3
Cc1ccc(/C=C/C(=O)O)cc1S(=O)(=O)Nc1ccc2c(c1)OCO2	1.4	-4.1	4.2	i	2.6	2.5	i	-0.9	-4.1
Cc1oc2c(C)c3oc(=O)c(CCC(=O)N[C@@H](CC(C)C)C(=O)O)c(C)c3cc2c1C	23.3	-6.6	5.3	i	-2.1	0.3	i	0.6	-2.7
COc1ccccc1-n1nc(C)cc1N	15.0	-6.4	5.4	i	4.7	-7.7	i	-7.6	-12.9
CCCn1c(SCC(=O)NCc2ccc3c(c2)OCO3)n[nH]c1=O	13.0	-6.8	-14.9	i	0.7	-1.9	i	-2.5	-9.2
FC(F)(F)c1ccncc1-c1nnc(C2CCCCC2)o1	12.4	-6.5	-1.0	i	2.1	0.8	i	2.1	-4.2
COc1ccc(/C=C/C(=O)NC2CCCCC2C)cc1 (stereo not given)	9.0	-0.5	-11.5	i	1.2	-1.0	i	-4.2	-0.6
CC(C)CC1C(=O)N(Cc2cn(CCC3OCCO3)nn2)CCS(=O)(=O)N1Cc1ccc(-c2ccc(Cl)c(Cl)c2)cc1 (stereo not given)	-2.6	21.9	17.3	i	-0.7	-1.9	i	0.3	-4.4
O=C(CCCO)NNc1c2ccccc2nc2ccccc12	5.6	-7.5	-7.8	i	-1.5	-1.1	i	0.9	-1.0
CC1Cc2ccccc2N1C(=O)CSc1nc2cc3c(cc2cc1C#N)OCO3 (stereo not given)	14.2	73.8*	-6.4	i	2.6	4.2	i	-31.1	35.1*
O=C(NCc1cccnc1)c1cc2nc(-c3ccc4c(c3)OCO4)cc(C(F)(F)F)n2n1	3.9	1.1	-1.1	i	-0.8	-5.6	i	1.7	-0.5
COc1ccccc1NC(=O)N1CCN(C(=O)Nc2ccccc2OC)CC1	-7.2	-7.2	2.6	i	-3.2	14.4	i	-1.1	-3.0
CC1CCCN(C(=O)c2ccc3ncsc3c2)C1 (stereo not given)	-12.3	-5.5	9.9	i	1.9	-4.8	i	7.0	-3.6
O=C(C1CCCN(S(=O)(=O)c2cnc[nH]2)C1)N1CCN(Cc2ccccc2)CC1 (stereo not given)	9.8	-6.6	13.4	i	2.2	0.7	i	-1.5	-4.6
O=C(CN1CCOCC1)N1N=C(c2cccs2)CC1c1cccs1 (stereo not given)	9.4	-2.4	-15.4	i	0.0	2.2	i	1.1	-3.1
COc1ccc(CN(C)C(=O)c2ccc(NS(=O)(=O)c3ccccc3)cc2)c(OC)c1	-2.2	1.7	16.0	i	-0.8	1.1	i	1.3	2.4
O=S1(=O)NC(=NC2CCCCCC2)c2ccccc21	6.2	-4.6	9.7	i	0.8	-0.1	i	6.0	-5.7
Nc1ccc(S(=O)(=O)c2ccc(N3CCOCC3)c(N)c2)cc1	8.3	1.9	-7.4	i	4.4	-1.0	i	-2.7	0.2
Cc1sc2ncnc(OCC(=O)NCc3cccs3)c2c1C	-21.6	-2.5	1.3	i	0.9	4.9	i	0.9	-4.0
CCOC(=O)c1cc(-c2ccc(F)cc2)n(CC(=O)N2CCCC2)c1C	5.2	-3.0	-8.9	i	3.1	-3.6	i	3.0	-6.2
CN(CC(=O)Nc1ccccc1C(F)(F)F)C(=O)c1ccccc1Sc1ccccc1C#N	6.5	1.0	14.6	i	3.8	-4.6	i	2.8	-10.3
Cc1cc(S(=O)(=O)N2CCCCC2CCNC(=O)C(=O)NCC2CCCO2)ccc1F (stereo not given)	-3.7	-3.4	-3.0	i	2.8	-3.3	i	-0.3	-4.2
CC1(Oc2ccc(-n3ccnc3)cc2)CCN(Cc2cccn2-c2nccs2)C1 (stereo not given)	21.2	-1.6	13.7	i	-2.3	-0.4	i	0.8	-5.9
O=C(COc1ccc(Cl)cc1Br)NC(=O)NCc1ccccc1	-13.1	12.1	-0.2	i	-1.4	-0.7	i	-0.3	-7.4
CCOC(=O)[C@]12CCCC=C1N(Cc1ccco1)C(=O)[C@H](CC(=O)N1CCN(C(=O)c3ccco3)CC1)C2	-5.2	-7.0	·	i	·	-1.1	·	3.0	-2.1
O=C(COC(=O)CN1CCSC1=O)Nc1ccc(F)cc1Cl	1.2	-5.7	-6.7	i	5.5	-1.8	i	1.5	0.7
Cc1cccc(NC(=O)c2cc(-c3cc(C)ccc3O)n[nH]2)c1	-5.9	-8.5	-3.7	i	-1.7	3.5	i	14.1	-3.4
C=CCn1c(-c2c[nH]c3ccccc23)n[nH]c1=S	24.4	-4.0	-18.3	i	-2.4	-2.3	i	1.6	-3.5
CCCS(=O)(=O)N1CCC(C(=O)N2CCOCC2)CC1	8.6	-5.5	-0.9	i	0.2	-6.1	i	1.0	-2.7
COc1ccc(/C(O)=C2/C(=O)C(=O)N(CCCN(C)C)C2c2ccccc2)cc1OC (stereo not given)	-0.7	-9.1	10.8	i	-2.5	-3.0	i	0.3	-3.6
CCNc1nc(NCC)n2c(SCC(=O)NC34CC5CC(CC(C5)C3)C4)nnc2n1	1.9	-8.0	3.2	i	1.5	-10.2	i	-1.5	2.6
COc1cccc(CN2CCCC(C(=O)c3ccc4c(c3)OCO4)C2)c1OC (stereo not given)	10.2	3.4	-1.9	i	1.2	-0.9	i	0.5	3.0
CCC(=O)Nc1ccc(NC(=O)CSc2nnc(C(C)C)n2C)cc1	14.3	-2.0	0.8	i	-0.1	-3.8	i	-6.6	7.4
CC(=O)c1c(C)nn(CC(O)COc2ccc3c(c2)CCC3)c1C (stereo not given)	2.9	15.8	13.2	i	3.8	-2.5	i	5.4	1.7
Cc1c(C(=O)NCc2ccccc2)c(-c2ccccc2)nn1-c1ccccc1	-1.1	2.9	6.6	i	2.1	3.9	i	3.9	-5.8
C[C@H](NC(=O)c1nc[nH]c1C(=O)NCC(=O)OC(C)(C)C)C(=O)OC(C)(C)C	9.9	0.6	-9.3	i	0.9	1.8	i	10.3	6.6
O=C(NCCC1CCCCN1S(=O)(=O)c1cccs1)C(=O)Nc1cccc(F)c1 (stereo not given)	-2.7	21.9	13.0	i	2.4	-1.5	i	-0.5	-15.3
COc1ccc2c(c1)[C@H]1[C@H](CO2)[C@H](c2ccccc2)[C@]2(C)C(=O)Nc3ccc(C)cc3C(=O)N12	0.7	44.1	-9.4	i	1.7	1.1	i	-15.0	10.1
Cn1cnnc1SCc1ccc(-c2ccc(Br)cc2)o1	-2.6	14.2	-20.6	i	0.5	8.5	i	-2.5	40.8*
CCOc1ccc(NC(=O)CN(C)C(=O)c2sccc2-c2ccccc2)cc1OCC	-7.8	-1.4	2.3	i	1.0	-7.6	i	-1.5	-7.3
COc1ccccc1C(C)NCC(=O)NC(=O)NCc1ccco1 (stereo not given)	15.7	-5.3	1.0	i	2.2	4.0	i	-5.8	5.1
COC(=O)c1ccc(NC(=O)CSCc2ccccc2C)cc1	6.3	15.5	-2.9	i	3.8	1.2	i	-1.4	-2.6
CS(=O)(=O)N1CCN(C(=O)c2ccc(F)cc2)CC1	12.0	-2.7	-4.1	i	1.6	-0.5	i	-1.0	8.5
CC1CC1C(=O)OCC(=O)NNC(=O)COc1ccc(Br)cc1 (stereo not given)	-5.5	2.5	4.1	i	-0.9	-2.8	i	-0.2	0.9
Cc1ccc(C(C(=O)NCc2ccccc2)N(C(=O)c2csnn2)c2cccc3ccccc23)o1 (stereo not given)	19.9	17.0	-4.2	i	-2.1	1.8	i	-4.8	-0.1
O=C(C1CCN(S(=O)(=O)c2ccccc2)CC1)N1CCCCCC1	1.4	-3.9	-5.6	i	-2.2	1.0	i	-2.8	-4.4
C/C(=N\OCC(=O)Nc1c(C)cc(C)cc1C)c1ccc2c(c1)OCCO2	2.8	2.7	-18.5	i	-0.6	2.2	i	-7.1	1.3
Cc1c(C(=O)NCCSCc2ccco2)cccc1[N+](=O)[O-]	-2.2	3.9	23.2	i	-3.8	-2.3	i	2.2	-0.3

Bioassay records from PubChem.
